FXIIa mix inh: factor XIIa (human) inhibition, mixture screen | P00748 | purified FXIIa, fluorogenic substrate, pooled mixtures | inhibition, % at 5 µM | 62,000 tested, 0.2% active;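 note: 0% = enzyme without compound and 100% = no enzyme blank; some results filed as inactive read as strong as hits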
Target sequence (P00748 20-372 limits assumed): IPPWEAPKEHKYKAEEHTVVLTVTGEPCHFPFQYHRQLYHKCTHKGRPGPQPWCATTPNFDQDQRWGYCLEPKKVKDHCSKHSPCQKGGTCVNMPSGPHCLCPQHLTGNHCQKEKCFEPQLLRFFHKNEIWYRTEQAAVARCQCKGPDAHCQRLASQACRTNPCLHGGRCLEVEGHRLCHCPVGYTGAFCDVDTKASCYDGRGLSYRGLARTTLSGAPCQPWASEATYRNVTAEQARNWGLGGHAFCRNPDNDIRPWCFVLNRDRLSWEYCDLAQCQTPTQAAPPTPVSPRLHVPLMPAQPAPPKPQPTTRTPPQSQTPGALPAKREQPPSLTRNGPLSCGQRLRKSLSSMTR
Target sequence (P00748 373-615 limits assumed): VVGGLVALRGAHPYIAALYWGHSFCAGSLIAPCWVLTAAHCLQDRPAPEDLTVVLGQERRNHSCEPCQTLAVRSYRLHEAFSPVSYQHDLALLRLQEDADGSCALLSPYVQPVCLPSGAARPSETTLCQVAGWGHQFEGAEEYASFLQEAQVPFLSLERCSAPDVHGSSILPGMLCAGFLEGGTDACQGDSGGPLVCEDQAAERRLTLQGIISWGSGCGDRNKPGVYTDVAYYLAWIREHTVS
Cdc25B block: inhibitors of human Cdc25B phosphatase. P30305. recombinant Cdc25B, OMFP fluorescence Ex485/Em525. inhibition, %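 (compounds tested at 10 µM final in the well)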. 65,000 tested, 0.1% active. AID 368; in the data active = inhibition above about 50%
C1s inh: blocks human complement C1s protease activity; P09871; purified C1s, fluorogenic AMC substrate, pooled mixtures; mean inhibition % of two 10-compound mixtures (hits give high values), % at 5 µM (by protocol); 62,000 tested, 0.16% active;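 active = inhibition above 20% in each of the two 10-compound mixture wells holding the compound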;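 note: 0% = enzyme wells lacking compound mixture and 100% = no-enzyme blank wells; some compounds called inactive have numbers as strong as hits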
MKP-1 inh: human dual specificity phosphatase 1 inhibition; AID 374; inhibition, %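 (compounds tested at a single concentration somewhere between 10 and 100 µM)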; P28562; 65,000 tested, 0.15% active; recombinant MKP-1, OMFP hydrolysis fluorescence;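 active = inhibition above about 50%, limit read from the data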;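 note: 0% = DMSO max control wells and 100% = wells with enzyme stopped by NaOH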
CatG inh: blocks human cathepsin G enzyme activity | inhibition, % at 5 µM (by protocol) | P08311 | AID 581 | purified enzyme, AMC-tetrapeptide fluorescence, pooled mixtures | 62,000 tested, 0.2% active;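 active = inhibition above 20% in each of the two mixture wells holding the compound; inactive = inhibition of 20% or less in either well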;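 note: 0% = enzyme control without mixture and 100% = blank lacking enzyme; strong numbers were not always called active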
FXIa inh mix: blocks human factor XIa in pooled compound mixtures; P03951; purified FXIa, fluorogenic substrate; inhibition, % at 5 µM; 62,000 tested, 0.19% active;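 note: each value is inhibition by a whole ten-compound pool holding the compound; 0% = enzyme with no mixture and 100% = wells lacking enzyme; strong numbers were not always called active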
HTR1A agonist: agonists of human 5-HT1a serotonin receptor. P08908. CHO 5-HT1a Ga15 NFAT-bla reporter, FRET ratio; 0% basal, 100% maximal reference agonist. activation, % at 10 µM. 65,000 tested, 0.56% active. AID 567;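 active = activation above the screen-wide mean activation plus 3 SD, cut at about 19% in these data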;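 note: 0% = DMSO wells and 100% = 5-CT at EC100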
Target sequence (P08908 whole entry, looked up): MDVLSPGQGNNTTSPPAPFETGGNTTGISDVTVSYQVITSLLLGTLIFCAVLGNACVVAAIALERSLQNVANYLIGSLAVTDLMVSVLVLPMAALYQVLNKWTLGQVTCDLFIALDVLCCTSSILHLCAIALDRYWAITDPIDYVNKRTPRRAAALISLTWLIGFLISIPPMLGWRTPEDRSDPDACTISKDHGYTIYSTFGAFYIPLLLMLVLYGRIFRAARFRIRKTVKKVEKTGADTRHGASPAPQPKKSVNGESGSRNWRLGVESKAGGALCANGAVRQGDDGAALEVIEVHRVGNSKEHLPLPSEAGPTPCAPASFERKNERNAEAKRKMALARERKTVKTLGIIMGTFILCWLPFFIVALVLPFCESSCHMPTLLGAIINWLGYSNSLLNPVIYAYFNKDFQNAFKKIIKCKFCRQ
Hsp90 block: displaces geldanamycin probe from tumor Hsp90; NCI-N417 lysate Hsp90, Cy3B-geldanamycin FP displacement; inhibition, % at 30 µM; 64,000 tested, 0.35% active; AID 429;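 active = inhibition above 50%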;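 note: 0% = tracer plus lysate wells and 100% = tracer alone without lysate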
CatL inh: blocks human cathepsin L protease activity. P07711. 58,000 tested, 0.17% active. purified cathepsin L, fluorogenic substrate, fluorescence. inhibition, %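 (tested at 10 µM)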. AID 460; in the data active = inhibition above about 45%;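 note: 0% = enzyme with no compound and 100% = no enzyme blank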
* marks the source's active call; other numbers are inactive results; . = not tested or not shown. Cut-off read from the data, not from the text of the source, unless noted: active = inhibition above about 20% (passing the limit was not always enough); inactive = the rest. Not a hit list. Share with any hit: about 1.6%.

SMILES | FXIIa mix inh | Cdc25B block | C1s inh | MKP-1 inh | CatG inh | FXIa inh mix | HTR1A agonist | Hsp90 block | CatL inh
O=C(NCCCN1CCCC1)c1ccc(CS(=O)(=O)c2ccc(Br)cc2)o1 | -3 | 1 | -8 | 11 | -3 | 3 | -2.9 | -2 | .
CCn1nc(NC(=O)c2ccco2)c2cc3ccccc3nc21 | . | -20 | . | -9 | . | . | 3.4 | -4 | -18
O=C(O)CCN1CCOCC1 | 7 | -5 | -3 | -2 | 0 | -2 | -0.7 | 2 | .
CCC(=O)N1CCc2cc(S(=O)(=O)CCC(=O)Nc3nc(C)cs3)ccc21 | 3 | 10 | 3 | 1 | 6 | 8 | -3.9 | -2 | 4
CS(=O)(=O)c1ccc(Cl)c(S(=O)(=O)NCc2ccccc2)c1 | 3 | -3 | 2 | 0 | 9 | 0 | 0.6 | -6 | 12
COc1ccc2nc(NC(=O)C3CCN(S(=O)(=O)c4cccc5nsnc45)CC3)sc2c1 | 3 | 9 | -5 | 26 | 0 | -4 | 1.6 | 3 | 10
Cc1cc(C)c2cc(CN(CCO)C(c3nnnn3Cc3ccc(F)cc3)C(C)C)c(=O)[nH]c2c1 (configuration not stated) | 2 | 5 | -23 | 32 | -11 | -5 | 0.1 | -5 | -7
O=C(c1ccco1)N1CCN(C(=O)c2cc3sccc3n2Cc2ccccc2)CC1 | 8 | -2 | 18 | 28 | 15 | 2 | -2.5 | -5 | 23
N#CC1=C(N)S[C@H](C(=O)C23CC4CC(CC(C4)C2)C3)[C@H]1c1ccncc1 | 6 | -1 | 0 | 16 | 2 | 7 | -3.0 | 0 | -6
CCn1c(CNC(=O)c2cccc(C)c2)nnc1SCC(=O)Nc1cccc(OC)c1 | 3 | -2 | 2 | 5 | 1 | 5 | 3.1 | 0 | 4
NC(=O)C1CCN(CCC(=O)Nc2cccc(Cl)c2)CC1 | -19 | 0 | -15 | -5 | -14 | 0 | -0.3 | 0 | -9
CCCCC(=O)Nc1ccc2c3c(cccc13)C(=O)N2CC | 6 | -15 | 11 | 21 | 9 | 5 | -3.7 | -5 | -7
CC(O)CN1C(=O)C(CC(=O)Nc2ccc(Cl)cc2)SC1=Nc1ccccc1 (configuration not stated) | 7 | -3 | -18 | 24 | -1 | -6 | 0.1 | -2 | 12
CC(C)CCn1cnc2c1c(=O)n(C)c(=O)n2C | . | -5 | . | 1 | . | . | -1.0 | -2 | .
O=C(CCn1cccc1)Nc1ccccc1F | 5 | -1 | 1 | -9 | 4 | 3 | -0.4 | -1 | -12
Cc1cccc(OCCSc2nnc(-c3ccoc3C)n2C)c1 | -15 | -23 | 8 | 14 | 9 | 2 | -1.8 | -5 | .
CCOc1cc([C@H]2[C@@H]3CCCC[C@]3(O)CCN2CC(=O)NCc2ccco2)ccc1O | 6 | 0 | 16 | 24 | 12 | 5 | -1.5 | -12 | -4
Cc1ccccc1-c1ccc(Nc2ccc(C(=O)N3CCOCC3)cc2)nn1 | 1 | -13 | 16 | 9 | 11 | 6 | 0.5 | . | 0
Cc1cccc(C)c1NC(=O)CSc1nnc(CCCCCNC(=O)OC(C)(C)C)o1 | 0 | 2 | -30 | 5 | -8 | 0 | -1.0 | -2 | -2
O=C(N1CCOCC1)N1CCN(c2ccccc2F)CC1 | 5 | 1 | -16 | -7 | 5 | 8 | 2.2 | -2 | 4
CC1CCCN(C(=O)Cc2ccc(F)cc2)C1 (configuration not stated) | 2 | 4 | 10 | 17 | 8 | 6 | -1.8 | 0 | 1
CSCCc1nc(SCC(=O)Nc2nnc(C)s2)[nH]c1C | 2 | -5 | -79 | -11 | 2 | -9 | 1.3 | -1 | 23
COC(=O)c1ccccc1NC(=O)CS(=O)(=O)Cc1nc(-c2ccc(C)cc2)oc1C | 16 | -8 | -1 | 19 | 6 | 1 | -3.4 | -4 | -5
CC(C)(C)SCCNC(=O)c1ccc(NS(C)(=O)=O)cc1 | 10 | 4 | -78 | -5 | -36 | -30 | -3.5 | 0 | 15
COc1ccc(CNC(=O)c2cc(-n3cnnc3)ccc2Cl)cc1 | -1 | -18 | 0 | -20 | 9 | -3 | -0.9 | -1 | -3
COc1ccccc1N1CCN(C(=O)c2cc(-c3ccc(C)cc3)on2)CC1 | 9 | -31 | 1 | -10 | 9 | -1 | -2.4 | -3 | 21
CSc1nnc(-c2nnc(SC)n2-c2ccccc2)n1-c1ccccc1 | 15 | -8 | -7 | -18 | 2 | -8 | 0.8 | -3 | 2
CCO/C=C1\C(=O)N(c2ccccc2)C(=O)c2ccccc21 | 2 | -1 | -8 | 12 | 7 | -1 | 0.8 | -4 | -17
O=C(CC1CCCC1)OCn1nnc2ccccc2c1=O | 0 | 1 | -2 | 19 | 0 | 6 | 0.0 | 1 | 24
Cc1cc(NC(=O)CSc2nnc(C)c(=O)[nH]2)no1 | -13 | 3 | -60 | 16 | -4 | -14 | -3.6 | -4 | -3
COc1cccc(CNC(=O)C2CCN(S(=O)(=O)c3c(C)nn(C)c3C)CC2)c1 | 7 | -5 | -12 | 8 | 0 | 3 | -0.7 | -1 | -3
O=c1[nH]c(N2CCOCC2)nc2ncn(Cc3ccccc3)c12 | 5 | -2 | -14 | 6 | 2 | 2 | 0.6 | -1 | -11
C=CCNc1nc(NCCN2CCOCC2)nc(OC)n1 | -1 | -10 | 2 | 14 | 0 | 0 | -1.7 | -6 | -4
COc1ccc2nc3oc(C(=O)N4CCN(c5cccc(C(F)(F)F)c5)CC4)cc3cc2c1 | 3 | 10 | -17 | 29 | -3 | -1 | -0.3 | 0 | .
O=C(c1nc2nc(-c3ccccc3)cc(C(F)(F)F)n2n1)N1CCOCC1 | 5 | 1 | 0 | 8 | 3 | 9 | -2.8 | -2 | -1
COc1ccc(CCNC(=O)Cc2cc(=O)[nH]c(=O)[nH]2)cc1OC | -1 | -16 | -14 | 1 | -5 | -1 | -1.9 | 1 | -4
Cc1ccc(CNC(=O)CSc2nc3ccccc3c(=O)n2CCCO)cc1 | 9 | 0 | -29 | 36 | 1 | 5 | 0.0 | -1 | 22
CCNC(=O)NC(=O)C(C)OC(=O)c1cccnc1SC (configuration not stated) | 3 | -14 | 11 | 26 | 9 | 1 | 2.4 | 1 | 3
O=C(NCC1CCCO1)[C@@H]1CSC2c3ccccc3C(=O)N21 (some centres not stated) | -16 | 10 | 5 | -5 | 1 | 2 | -0.3 | -3 | 2
COc1cccc(C(=O)Nc2cccc(NC(C)=O)c2)c1 | -8 | -4 | -33 | -9 | -6 | -3 | -2.8 | 1 | .
O=C(C1CCCN(S(=O)(=O)c2cccc3nsnc23)C1)N1CCc2ccccc2C1 (configuration not stated) | 1 | -16 | 13 | 25 | 8 | 7 | 2.0 | -2 | 8
Cc1ccc(-c2nn(C)c(=O)c3ccccc23)cc1S(=O)(=O)NCCN1CCOCC1 | 16 | -2 | -4 | 0 | -3 | 2 | -0.1 | -3 | 2
O=C(Cn1nc(C(F)(F)F)c2c1CCCC2)Nc1ccc2c(c1)OCO2 | 7 | 10 | 13 | 11 | 9 | 3 | -4.5 | 3 | -5
CCn1c(=N)c(C(N)=O)cc2c(=O)n3cccc(C)c3nc21 | 3 | -6 | -155 | 7 | -21 | -12 | 4.5 | -1 | -174
CC(C)OCCCNS(=O)(=O)c1ccc2c(c1)oc(=O)n2C | 8 | -4 | 2 | 9 | 6 | -2 | -3.5 | -2 | .
O=C(C1CCCN(S(=O)(=O)c2cccs2)C1)N1CCc2ccccc2C1 (configuration not stated) | 3 | -7 | -12 | 2 | 10 | 6 | -2.2 | -4 | 8
OCCNc1cc(-n2nc(-c3ccccc3)cc2-c2ccccc2)ncn1 | -10 | -6 | -17 | 13 | 8 | 8 | -5.4 | 2 | -10
CCNS(=O)(=O)c1ccc(S(=O)(=O)N(Cc2ccccn2)C2CCCCC2)cc1 | 10 | -2 | 8 | 10 | 5 | 3 | -0.4 | 3 | 7
CCn1ncc(C2=NOC(C(=O)Nc3c(C)nn(Cc4ccc(F)cc4)c3C)C2)c1C (configuration not stated) | 5 | -29 | -20 | 3 | -6 | -4 | -1.3 | -3 | 15
CCN(Cc1cc2ccccc2[nH]c1=O)C(=O)C1CCCCC1 | 4 | 4 | 11 | -6 | 9 | 11 | 1.8 | -4 | 7

Arranged by number of heavy atoms (highest first): some entries from above
SMILES | FXIIa mix inh | Cdc25B block | C1s inh | MKP-1 inh | CatG inh | FXIa inh mix | HTR1A agonist | Hsp90 block | CatL inh
CCNS(=O)(=O)c1ccc(S(=O)(=O)N(Cc2ccccn2)C2CCCCC2)cc1 | 10 | -2 | 8 | 10 | 5 | 3 | -0.4 | 3 | 7
OCCNc1cc(-n2nc(-c3ccccc3)cc2-c2ccccc2)ncn1 | -10 | -6 | -17 | 13 | 8 | 8 | -5.4 | 2 | -10
O=C(C1CCCN(S(=O)(=O)c2cccs2)C1)N1CCc2ccccc2C1 (configuration not stated) | 3 | -7 | -12 | 2 | 10 | 6 | -2.2 | -4 | 8
CCN(Cc1cc2ccccc2[nH]c1=O)C(=O)C1CCCCC1 | 4 | 4 | 11 | -6 | 9 | 11 | 1.8 | -4 | 7
CC(C)OCCCNS(=O)(=O)c1ccc2c(c1)oc(=O)n2C | 8 | -4 | 2 | 9 | 6 | -2 | -3.5 | -2 | .

Going on with the list.
SMILES | FXIIa mix inh | Cdc25B block | C1s inh | MKP-1 inh | CatG inh | FXIa inh mix | HTR1A agonist | Hsp90 block | CatL inh
CCCCn1c(SCC(=O)Nc2nnc(C)s2)nnc1-c1ccoc1C | -23 | -4 | 16 | -20 | 10 | 6 | 1.2 | 0 | -5
Cc1nc2c(c(=O)n1Cc1ccccc1Cl)c1nc3ccccc3nc1n2Cc1ccco1 | 11 | 9 | -13 | 29 | 0 | 2 | -1.2 | -3 | -32
Fc1ccccc1N1CCN(Cc2nc(-c3ccc(Cl)cc3Cl)no2)CC1 | -17 | -18 | -4 | 4 | 1 | 7 | -0.8 | 0 | 1
c1ccc(-c2nn3nnnc3c3ccccc23)cc1 | -4 | -5 | -62 | 5 | -5 | -8 | -1.7 | -3 | 10
O=S(=O)(c1ccc(Oc2ccccc2)cc1)N1CCOCC1 | 1 | -14 | 14 | 0 | 10 | 5 | -2.5 | 2 | 5
COc1ccc(S(=O)(=O)Nc2cc(C)c(O)cc2C(C)C)cc1 | 2 | 4 | -152 | 2 | -11 | -23 | 0.1 | 0 | 1
COc1ccccc1-c1cc(C(=O)NC(C)c2ccccc2)no1 (configuration not stated) | -3 | -1 | 7 | 6 | 33* | 9 | -3.1 | -1 | -3
CCOC(=O)c1sc(NC(=O)c2c(C)nn(Cc3ccccc3)c2C)cc1C | -19 | 8 | -37 | 18 | 6 | -3 | -1.3 | -3 | -14
CCCCN(C)Cc1c(O)ccc2c(-c3ccccc3)cc(=O)oc12 | -19 | -5 | 11 | -14 | 11 | 6 | -1.2 | -2 | -21
CN1C(=O)CC(P(=O)(c2ccccc2)c2ccccc2)N(C)C1=O (configuration not stated) | 6 | -5 | -37 | 6 | -10 | 2 | 4.0 | 1 | .
COC(=O)C1=C(N)Oc2cc(C)n(CCc3ccccc3)c(=O)c2C1c1cccnc1 (configuration not stated) | 0 | 5 | 1 | -6 | 8 | 1 | -0.7 | -1 | 4
COc1ccc(OC)c(Nc2cc(-c3ccccc3)nc(N)n2)c1 | 3 | -5 | -25 | 8 | -12 | -10 | -4.3 | 5 | -4
Cc1nn(CCc2nn[nH]n2)c2nc(C(F)(F)F)cc(C(F)(F)F)c12 | 6 | -24 | -16 | 21 | -4 | -4 | 3.1 | -1 | -8
O=C(C1CCN(S(=O)(=O)c2cccc3nsnc23)CC1)N1CCc2ccccc21 | -19 | 14 | 4 | -2 | 7 | 4 | -3.0 | -1 | 4
COc1ccc(CCC(=O)NCc2ccco2)cc1 | 8 | -7 | -18 | 4 | -1 | -2 | 0.2 | -9 | -4
Cc1nc2cc(NC(=O)N3CCC(c4ccccc4)C3)ccc2n1C (configuration not stated) | 1 | -6 | 0 | 5 | 8 | 8 | 0.3 | -2 | 17
